# Compound activity from PubChem BioAssay.
# LAP4-GFP MLPCN: modulators of LAP4-GFP expression in yeast, primary screen, S. cerevisiae, multiplex flow cytometry, MLPCN library. 0.34% of 320,000 active. AID 2023, 2009. GFP response vs DMSO, % at 10 µM. 3 h; median GFP as percent of DMSO wells;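 active = GFP response vs DMSO above a set limit, about the screen mean plus 3 SD, cut at about 150% in these data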
# CIT2 TOR yeast: modulators of CIT2-GFP expression in yeast, primary screen, S. cerevisiae, GFP fusion, multiplex flow cytometry, MLPCN library | S. cerevisiae CIT2-GFP strain, 3 h; 100 means same as DMSO wells | GFP response vs DMSO, % at 10 µM | 0.065% of 320,000 active | AID 2029, 2009;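 active = GFP response relative to DMSO above a set limit, near the screen mean plus 3 SD, cut at about 150% in these data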;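 note: ratio of well median GFP fluorescence to mean of DMSO wells on the plate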
# RPL19A TOR yeast: RPL19A-GFP expression modulators in yeast, primary screen, cell-based, S. cerevisiae, multiplex flow cytometry, MLPCN | 0.3% of 330,000 active | percent response vs DMSO, % at 10 µM | AID 2025, 2009 | S. cerevisiae RPL19A-GFP strain, 3 h; hits give low values;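 active = percent response vs DMSO below 50%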;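 note: median channel GFP fluorescence of the barcoded RPL19A-GFP strain; ratio of sample median GFP to plate DMSO average so 100% = DMSO; lower means less RPL19A-GFP as with rapamycin TOR inhibition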
# AGP1 TOR yeast: modulators of AGP1-GFP expression in yeast TOR pathway, primary screen, cell-based, multiplex flow cytometry, S. cerevisiae, MLPCN library. GFP response vs DMSO, % at 10 µM. AID 2066, 2009. 0.02% of 320,000 active. 3 h; GFP as percent of DMSO wells;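 active = GFP response relative to DMSO above a set limit, near screen average plus 3 SD, cut at about 150% in these data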;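 note: median GFP channel fluorescence of the gated AGP1 strain per well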
# MEP2-GFP yeast: modulators of MEP2-GFP levels in yeast, primary screen, S. cerevisiae, multiplex flow cytometry, MLPCN library; S. cerevisiae MEP2-GFP strain, 3 h; 100% = DMSO control level; GFP response vs DMSO, % at 10 µM; 0.51% of 330,000 active; AID 2016, 2009;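 active = GFP response versus DMSO above a set limit, roughly screen mean plus 3 SD, cut at about 180% in these data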;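 note: median GFP fluorescence of the barcode-gated MEP2-GFP cells per well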
# GRK2 aptamer HTS: compounds blocking aptamer binding on GRK2 – biochemical, human GRK2, bead flow cytometry, HTS, primary screen; inhibition of aptamer binding, % at 10 µM; 0.59% of 330,000 active; FAM-aptamer displacement from GRK2;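 active = inhibition of aptamer binding above 40%, roughly 3 SD of noise, on plates passing a quality check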;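 note: median bead fluorescence of bound FAM aptamer so fluorescent compounds give negative values; no value below 0 was filed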
# Target sequence (P25098 whole entry, looked up): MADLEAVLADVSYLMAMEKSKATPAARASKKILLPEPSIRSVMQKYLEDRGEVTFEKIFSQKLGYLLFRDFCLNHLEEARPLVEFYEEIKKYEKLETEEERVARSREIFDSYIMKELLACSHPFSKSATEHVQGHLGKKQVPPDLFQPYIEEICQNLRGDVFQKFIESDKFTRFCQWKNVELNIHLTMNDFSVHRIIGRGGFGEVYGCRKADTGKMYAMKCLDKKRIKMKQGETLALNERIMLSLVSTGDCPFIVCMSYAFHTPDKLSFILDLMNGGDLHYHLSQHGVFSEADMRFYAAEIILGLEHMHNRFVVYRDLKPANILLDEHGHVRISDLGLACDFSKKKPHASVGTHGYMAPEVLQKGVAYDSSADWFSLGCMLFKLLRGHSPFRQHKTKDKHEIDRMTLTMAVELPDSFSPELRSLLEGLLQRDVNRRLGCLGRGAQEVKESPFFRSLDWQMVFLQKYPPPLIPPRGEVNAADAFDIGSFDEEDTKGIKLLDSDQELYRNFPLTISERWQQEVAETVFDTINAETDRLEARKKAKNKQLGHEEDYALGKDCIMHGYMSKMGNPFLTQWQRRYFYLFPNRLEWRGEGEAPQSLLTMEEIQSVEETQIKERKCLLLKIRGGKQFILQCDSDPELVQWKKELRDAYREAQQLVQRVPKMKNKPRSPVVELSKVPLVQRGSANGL
# VLA-4 inh: inhibition in human VLA-4 binding assay, primary screen, VLA-4 allosteric modulator project, MLPCN library, flow cytometry, VLA-4 expressing cells | ligand binding flow cytometry | inhibition, % (about 7 µM as worked out from the volumes in the protocol) | 0.2% of 330,000 active | AID 2557, 2010; in the data active = inhibition above about 50%
# GASC-1 inh: inhibitors of GASC-1 histone demethylase, primary screen, biochemical, fluorescence, DELFIA europium. 0.069% of 330,000 active. AID 2099, 2009. inhibition, % at 2.35 µM. GST-JMJD2C(1-420) H3K9me3 demethylation;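 active = more than half of a compound's replicate wells show inhibition beyond 50%, single wells judged on their own value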;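 note: signal counts dimethyl H3K9 product captured on neutravidin plate; 0% = median of DMSO wells and 100% = 0.3 times that DMSO median; strong numbers were not always called active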
# * hit, by the source's call; nt = no result given.
item | RPL19A TOR yeast | GRK2 aptamer HTS | MEP2-GFP yeast | CIT2 TOR yeast | AGP1 TOR yeast | LAP4-GFP MLPCN | VLA-4 inh | GASC-1 inh | Structure
1 | 94.3 | 3.0 | 117.0 | 99.1 | 90.3 | 89.3 | 18.7 | 32.6 | CCCCN(C(=S)NC(=O)c1cc(OC)c(OC)c(OC)c1)c1c(N)n(Cc2ccccc2)c(=O)[nH]c1=O
2 | 104.2 | 0.0 | 101.6 | 95.6 | 96.0 | 95.5 | -8.1 | 0.0 | CCn1c(SCC(=O)NNC(=O)c2ccc(OC)cc2)nnc1C(C)C
3 | 110.7 | 0.0 | 94.2 | 81.2 | 85.0 | 74.7 | 19.7 | -8.3 | C=CCc1cccc2cc(C(=O)NCc3cccnc3)c(=O)oc12
4 | 101.1 | 3.0 | 101.9 | 105.5 | 106.0 | 109.8 | 14.8 | 0.4 | COc1ccc2c(CC(=O)OCC(=O)NC(N)=O)coc2c1
5 | 93.8 | 0.0 | 90.6 | 86.5 | 91.1 | 91.0 | 10.3 | 5.4 | COc1ccc(/C=C/C(=O)OCC(=O)N2CC(=O)Nc3ccccc32)cc1S(=O)(=O)N1CCOCC1
6 | 93.6 | 3.0 | 102.5 | 95.3 | 100.5 | 114.7 | -2.8 | -6.7 | Cc1nn(CC(=O)NCCC2=CCCCC2)c(C)c1S(=O)(=O)N(C)C
7 | 99.1 | 1.0 | 103.7 | 97.3 | 97.8 | 102.3 | -1.5 | -4.3 | COc1ccc(CNC(=O)Nc2ccc(C)cc2)cc1
8 | 99.4 | 0.0 | 108.6 | 110.9 | 113.6 | 123.0 | -7.8 | -14.4 | CN1CCc2c(sc(N)c2C(=O)c2ccc(Cl)cc2)C1
9 | 96.2 | 2.0 | 97.0 | 101.0 | 100.5 | 107.2 | 14.1 | 9.8 | CCn1cc(C(=O)O)c(=O)c2cnc(N3CCN(C(=S)Nc4ccccc4)CC3)nc21
10 | 101.2 | 3.0 | 93.7 | 93.6 | 98.0 | nt | -6.7 | 16.6 | O=C(N/N=C1\CCCc2ccccc21)c1ccc([N+](=O)[O-])cc1Cl
11 | 95.3 | 0.0 | 95.0 | 100.6 | 93.8 | 94.9 | 9.5 | 0.3 | Cc1ccc(-c2nn(-c3ccccc3)cc2C(=O)NC2CCC(O)CC2)cc1 (stereo unspecified)
12 | 89.7 | 1.0 | 104.4 | 97.1 | 85.6 | 92.2 | 8.3 | -1.3 | CC(=O)c1cccc(NS(=O)(=O)c2ccc(N/C=C\C(=O)c3ccc(C)cc3)cc2)c1
13 | 97.0 | 5.0 | 99.7 | 105.1 | 102.9 | 95.9 | 7.2 | -6.3 | CC(C)CC(=O)Nc1ccc(S(=O)(=O)NCc2ccco2)cc1
14 | 85.6 | 0.0 | 101.0 | 92.8 | 98.0 | 99.5 | 12.1 | -1.3 | CCC1CCCCN1C(=O)CSC1=NN2CCCC(=O)N=C2S1 (stereo unspecified)
15 | 98.1 | 0.0 | 97.8 | 106.7 | 94.8 | 86.4 | -0.1 | -0.8 | Cc1cc(C)cc(S(=O)(=O)c2cn(C)c3cc(N4CCN(C)CC4)c(F)cc3c2=O)c1
16 | 95.7 | 2.0 | 89.8 | 86.9 | 95.2 | 97.7 | 5.2 | 1.2 | CCCn1nnnc1SCC(=O)Nc1ccc(F)cc1
17 | 99.5 | 0.0 | 93.7 | 91.7 | 87.0 | 107.4 | -7.2 | -7.5 | COc1ccc(-c2csc(NC(CO)c3nc4ccccc4n3CCOCCO)n2)cc1 (stereo unspecified)
18 | 104.3 | 3.0 | 98.6 | 105.5 | 105.9 | 108.1 | 9.3 | -0.1 | COc1ccc2c(c1)N(S(=O)(=O)c1ccccc1)CCC2=O
19 | 102.6 | 6.0 | 100.8 | 104.1 | 100.8 | 99.4 | 11.9 | 0.7 | CC/C(=N\NC(=O)c1ccoc1C)c1ccc(C)o1
20 | 99.0 | 3.0 | 92.4 | 100.5 | 102.5 | 89.2 | 8.8 | 4.3 | C[C@@H]1CN([C@@H](C)CO)C(=O)c2cc(NC(=O)Nc3ccc4c(c3)OCO4)ccc2O[C@H]1CN(C)S(=O)(=O)c1cn(C)cn1
21 | 104.7 | 2.0 | 108.4 | 101.5 | 101.8 | 98.9 | 3.8 | -3.3 | COc1cc2c(cc1OC)C(c1cccc(Br)c1)CC(=O)N2 (stereo unspecified)
22 | 95.3 | 0.0 | 97.0 | 103.9 | 91.3 | 103.2 | -5.0 | -15.9 | O=C(CCc1ccccc1)Nc1ccc(F)c([N+](=O)[O-])c1
23 | 97.9 | 0.0 | 102.0 | 97.0 | 106.8 | 110.4 | 3.9 | -1.3 | O=C(NCCCN1CCOCC1)C1Cc2c(ccc3ccccc23)O1 (stereo unspecified)
24 | 108.0 | 4.0 | 113.4 | 111.6 | 114.0 | 100.9 | -3.9 | -2.1 | CCOC(=O)CSc1nc2ccccc2c(=O)n1CC1CCCO1 (stereo unspecified)
25 | 98.5 | 5.0 | 108.8 | 105.3 | 102.5 | 109.0 | -2.2 | 0.3 | O=C1C=C(Nc2ccccc2C(=O)O)c2ccccc2C1=O

# Copied from above: nos. 1–2
item | RPL19A TOR yeast | GRK2 aptamer HTS | MEP2-GFP yeast | CIT2 TOR yeast | AGP1 TOR yeast | LAP4-GFP MLPCN | VLA-4 inh | GASC-1 inh | Structure
1 | 94.3 | 3.0 | 117.0 | 99.1 | 90.3 | 89.3 | 18.7 | 32.6 | CCCCN(C(=S)NC(=O)c1cc(OC)c(OC)c(OC)c1)c1c(N)n(Cc2ccccc2)c(=O)[nH]c1=O
2 | 104.2 | 0.0 | 101.6 | 95.6 | 96.0 | 95.5 | -8.1 | 0.0 | CCn1c(SCC(=O)NNC(=O)c2ccc(OC)cc2)nnc1C(C)C

# A draw from above in order of length of the SMILES, lowest first.
item | RPL19A TOR yeast | GRK2 aptamer HTS | MEP2-GFP yeast | CIT2 TOR yeast | AGP1 TOR yeast | LAP4-GFP MLPCN | VLA-4 inh | GASC-1 inh | Structure
19 | 102.6 | 6.0 | 100.8 | 104.1 | 100.8 | 99.4 | 11.9 | 0.7 | CC/C(=N\NC(=O)c1ccoc1C)c1ccc(C)o1
8 | 99.4 | 0.0 | 108.6 | 110.9 | 113.6 | 123.0 | -7.8 | -14.4 | CN1CCc2c(sc(N)c2C(=O)c2ccc(Cl)cc2)C1
14 | 85.6 | 0.0 | 101.0 | 92.8 | 98.0 | 99.5 | 12.1 | -1.3 | CCC1CCCCN1C(=O)CSC1=NN2CCCC(=O)N=C2S1 (stereo unspecified)
23 | 97.9 | 0.0 | 102.0 | 97.0 | 106.8 | 110.4 | 3.9 | -1.3 | O=C(NCCCN1CCOCC1)C1Cc2c(ccc3ccccc23)O1 (stereo unspecified)
13 | 97.0 | 5.0 | 99.7 | 105.1 | 102.9 | 95.9 | 7.2 | -6.3 | CC(C)CC(=O)Nc1ccc(S(=O)(=O)NCc2ccco2)cc1
2 | 104.2 | 0.0 | 101.6 | 95.6 | 96.0 | 95.5 | -8.1 | 0.0 | CCn1c(SCC(=O)NNC(=O)c2ccc(OC)cc2)nnc1C(C)C
17 | 99.5 | 0.0 | 93.7 | 91.7 | 87.0 | 107.4 | -7.2 | -7.5 | COc1ccc(-c2csc(NC(CO)c3nc4ccccc4n3CCOCCO)n2)cc1 (stereo unspecified)
9 | 96.2 | 2.0 | 97.0 | 101.0 | 100.5 | 107.2 | 14.1 | 9.8 | CCn1cc(C(=O)O)c(=O)c2cnc(N3CCN(C(=S)Nc4ccccc4)CC3)nc21
15 | 98.1 | 0.0 | 97.8 | 106.7 | 94.8 | 86.4 | -0.1 | -0.8 | Cc1cc(C)cc(S(=O)(=O)c2cn(C)c3cc(N4CCN(C)CC4)c(F)cc3c2=O)c1
5 | 93.8 | 0.0 | 90.6 | 86.5 | 91.1 | 91.0 | 10.3 | 5.4 | COc1ccc(/C=C/C(=O)OCC(=O)N2CC(=O)Nc3ccccc32)cc1S(=O)(=O)N1CCOCC1
1 | 94.3 | 3.0 | 117.0 | 99.1 | 90.3 | 89.3 | 18.7 | 32.6 | CCCCN(C(=S)NC(=O)c1cc(OC)c(OC)c(OC)c1)c1c(N)n(Cc2ccccc2)c(=O)[nH]c1=O
20 | 99.0 | 3.0 | 92.4 | 100.5 | 102.5 | 89.2 | 8.8 | 4.3 | C[C@@H]1CN([C@@H](C)CO)C(=O)c2cc(NC(=O)Nc3ccc4c(c3)OCO4)ccc2O[C@H]1CN(C)S(=O)(=O)c1cn(C)cn1

# Rows were taken by chance (roughly 1.7% active in at least one column).
